Screening results deposited in PubChem BioAssay by NCI.
NCI-60 one-dose screen, 48 h, at 10 µM unless noted. Numbers give growth in % (100 = growth as untreated, 0 = no growth, -100 = all killed).
CAKI-1 – CAKI-1 renal cancer; 75,000 compounds, 4.7% hits; AID 1794772
ACHN – ACHN renal cancer | 81,000 compounds, 4.9% hits
SN12C – SN12C renal cancer cells; 81,000 compounds, 3.8% hits; AID 1794767
RXF 393 – RXF 393 renal cancer cells. 77,000 compounds, 6.9% hits
UO-31 – UO-31 renal cancer; AID 1794768; 81,000 compounds, 5.2% hits
A498 – A498 renal cancer cells; 76,000 compounds, 5.4% hits; AID 1794774
TK-10 – TK-10 renal cancer cells; 81,000 compounds, 3.9% hits; AID 1794769
786-0 – 786-0 renal cancer cells; 81,000 compounds, 5.1% hits; AID 1794775
DU-145 – DU-145 prostate cancer; 81,000 compounds, 4.2% hits; AID 1794760
* = called active by the depositor; / = not tested or not shown; [ ] = remark or other dose. Rule for the calls: active = growth percent below 10; inactive = the rest.

Compound | A498 | CAKI-1 | RXF 393 | UO-31 | DU-145 | 786-0 | ACHN | SN12C | TK-10
O=C(Cn1cc(C2CC2)nn1)Nc1nc(-c2ccc(Br)cc2)cs1 | 80 | 93 | 83 | 86 | 97 | 81 | 107 | 92 | 98
CCCC(O)Cn1ncc(C(=O)OCC)c1NC(=O)NCc1cccc(C(F)(F)F)c1 (stereo not given) | 99 | 84 | 113 | 65 | 100 | 80 | 98 | 94 | 90
COc1ccc(NC(=O)CSc2nnc(-c3ccc(Cl)cc3)n2-c2ccccc2)cc1 | 92 | 85 | 118 | 93 | 103 | 100 | 95 | 97 | 107
O=C(O)c1cccc(Oc2ccc(C(=O)O)c([N+](=O)[O-])c2)c1 | 94 | 68 | 101 | 77 | 102 | 97 | 68 | 97 | 103
CC(=O)Nc1ccc(Br)cc1C | 97 | 86 | 108 | 71 | 90 | 102 | 104 | 91 | 99
Cn1cc(-c2[nH]c3cc(NC(=O)[C@H](N)C4CCCCC4)cc4c3c2C=NNC4=O)cn1 | -44* | 9.7* | -85* | -14* | 31 | -19* | 4.5* | -11* | 17
CCOc1nc(-c2ccccc2)cc2c(O)c(C(=O)O)[nH]c(=O)c12 | 119 | 105 | -11* | 87 | 101 | 111 | 100 | 111 | 134
COc1ccc(/C(C)=C(/c2ccc(OCCCN(C)C)cc2)c2ccc(OC(=O)c3ccccc3)cc2)cc1 | 91 | 90 | 67 | 45 | 102 | 73 | 111 | 79 | 88
CSc1nc(-c2cccc(Br)c2)c(C#N)c(=O)n1C | 83 | 91 | 96 | 71 | 120 | 87 | 86 | 94 | /
COC(=O)[C@]1(C)N[C@H](c2cn(-c3ccccc3)nc2C)[C@@H]2C(=O)N(c3ccc(Cl)cc3)C(=O)[C@@H]21 | 98 | 116 | 133 | 83 | 118 | 98 | 106 | 104 | 100
Cn1c(SCC(=O)c2ccccc2)nc2ccccc2c1=O | 95 | 84 | 103 | 69 | 96 | 94 | 91 | 98 | 130
COc1cc(-c2nn(C(C)(C)C)cc2-c2ccnc(NCCCNS(=O)(=O)c3ccc(Cl)cc3)n2)ccc1F | 93 | 47 | 63 | 53 | 81 | 61 | 84 | 71 | 111
CC(=O)OC[C@]12CCC(C)(C)C[C@H]1[C@@H]1NCC[C@@H]3[C@@]4(C)CCCNC(C)(C)[C@@H]4CC[C@@]3(C)[C@]1(C)CC2 | 77 | 78 | 107 | 77 | 104 | 104 | 100 | 93 | 113
COc1cc(/C=N/NC(=O)Cn2c(C(C)C)nc3ccccc32)ccc1OCc1ccccc1 | 78 | 88 | 96 | 80 | 107 | 95 | 92 | 87 | 100
COc1ccc(CN2[C@H](C)C=C[C@H](C(C)C)N(Cc3ccccc3)S2(=O)=O)cc1 | 108[1.25 µM] | 97[1.25 µM] | 120[1.25 µM] | 92[1.25 µM] | 117[1.25 µM] | 105[1.25 µM] | 108[1.25 µM] | 103[1.25 µM] | 96[1.25 µM]
Nc1ccc2ccccc2c1N=Nc1ccc(/C=C/c2ccc(N=Nc3c(N)ccc4ccccc34)cc2S(=O)(=O)O)c(S(=O)(=O)O)c1 | 111 | 93 | 112 | 81 | 102 | 103 | 91 | 93 | 97
CCCCn1c(=O)c(C2=NC(c3ccc(Cl)cc3)=C2)cc2ccc(Cl)cc21 | 87 | 95 | 105 | 88 | 106 | 102 | 107 | 92 | 115
COCCc1sc[n+](Cc2cnc(C)nc2N)c1C | 92 | 95 | 105 | 86 | 105 | 98 | 104 | 100 | 96
COC(=O)[C@]12CCC(C)(C)C[C@H]1C1=CC[C@@H]3[C@@]4(C)Cc5c(n(CC#CCN6CCN(C)CC6)c6ccccc56)C(C)(C)[C@@H]4CC[C@@]3(C)[C@]1(C)CC2 | 126 | 64 | 99 | 74 | 107 | 80 | 96 | 93 | 106
O=C1S/C(=C\c2ccccc2Cl)C(=O)N1Cc1cc2ccccc2nc1Cl | 90 | 92 | 123 | 90 | 104 | 106 | 101 | 98 | 102
COc1ccc(/C=C(/C(=O)c2ccc(Cl)cc2)C(=O)C(F)(F)F)cc1OC | 94 | 86 | 108 | 74 | 104 | 102 | 93 | 95 | 94
N#CCCNc1ccc(NCCC#N)c2c1C(=O)c1c(O)ccc(O)c1C2=O | 59 | 67 | 64 | 56 | 61 | 73 | 67 | 80 | 68
CCCC[n+]1ccc2ccccc2c1 | 85 | / | 123 | 85 | 112 | 93 | 107 | 104 | 85
Cc1ccc(NC(=O)N[C@@H](Cc2cc(F)cc(F)c2)C(=O)N[C@@H]2C(=O)N3CCC[C@H]3C(=O)N3CCOC[C@H]3C(=O)N[C@@H](C)C(=O)N3C[C@H](C)C[C@H]3C(=O)O[C@H]2C)cc1 | -3.1* | 16 | 37 | 28 | 31 | 34 | 30 | 18 | 61
CCOc1c(C#N)c(Nc2ccc(S(N)(=O)=O)cc2)c(C#N)c2nnc(Nc3ccccc3)n12 | / | 101 | 127 | 90 | 110 | 108 | 102 | 105 | 110
CCN(CC)CCn1c(O)c(N=Nc2ccc(S(N)(=O)=O)cc2)c2ccccc21 | 76 | 87 | 111 | 83 | 103 | 96 | 103 | 97 | 96
O=C(Nc1ccc(Br)cc1)Nc1ccc(F)c(C(=O)c2c[nH]c3ncccc23)c1F | 106 | 63 | 102 | 86 | 87 | 102 | 67 | 87 | 146
Cc1cccnc1NC(=S)Nc1ncccc1C | 115 | 71 | 92 | 108 | 113 | 90 | 109 | 98 | 90
CNc1ccccc1O | 100 | 94 | 122 | 68 | 108 | 104 | 99 | 105 | 101
O=C(CCN1CCCCC1)c1ccc(Cl)cc1 | 80 | 95 | 113 | 96 | 106 | 103 | 110 | 111 | 103
CC(=O)OCCC(OC(C)=O)c1ccccc1 (stereo not given) | 117 | 103 | 115 | 86 | 112 | 105 | 109 | 88 | 91
CC1(C)O[C@H]2OC(Cn3cc(COc4ccc5ccc(=O)oc5c4)nn3)[C@@H](OCc3ccccc3)[C@H]2O1 (stereo not given in full) | 102 | 76 | 90 | 65 | 104 | 86 | 98 | 94 | 90
N#C/C(=C/NC(=S)N=Nc1c(O)[nH]c2ccccc12)C(N)=O | 88 | 94 | 110 | 85 | / | 99 | 96 | 103 | 95
CCOC(=O)/C(O)=C(\C#N)c1ccc(C)cc1C | 83 | 98 | 104 | 89 | 104 | 98 | 102 | 101 | 104
O=C(N/N=C/c1ccc(/C=N/NC(=O)c2cc(O)c(O)c(O)c2)cc1)c1cc(O)c(O)c(O)c1 | 85 | 103 | 108 | 71 | 111 | 101 | 89 | 97 | 102
O=C1C(O)CCN1Cc1ccccc1 (stereo not given) | 102 | / | 110 | 86 | 109 | 112 | 100 | 100 | 114
O=C(Nc1ccccc1)Nc1ncnc2c1ncn2-c1ccncc1 | 98 | 99 | 91 | 89 | 102 | 94 | 103 | 105 | 104
C=CC(=O)Nc1cccc(Oc2nccc(Nc3nnc(C4CC4)s3)n2)c1 | 101 | 92 | 86 | 72 | 95 | 87 | 98 | 87 | 104
Nc1ccccc1C#Cc1ccccc1C#Cc1ccc(OCCCCCCOc2ccc(C#Cc3ccccc3C#Cc3ccccc3N)cc2)cc1 | 116 | 92 | 75 | / | 121 | 90 | 102 | 99 | 141
CCOC(=O)c1nn(-c2ccccc2)/c(=N/N=Cc2cn(-c3ccccc3)nc2-c2cc3ccccc3oc2=O)s1 | 102 | 89 | 103 | 74 | 111 | 100 | 96 | 105 | 106
CCOC(=O)C1C(=O)C=C(c2ccccc2)CC1c1sc(N(C)Cc2ccccc2)nc1Cl (stereo not given) | 107 | 69 | 92 | 76 | 107 | 93 | 95 | 94 | 107
CCc1c(C(=O)N[C@H]2c3cc(Cl)ccc3CC[C@@H]2O)[nH]c(C)c1C(C)=O | 102 | 88 | 100 | 85 | 109 | 105 | 98 | / | 105
N#C/C(=C\n1ccc(=O)[nH]c1=S)C(=O)c1ccc2ccccc2c1 | 111 | 91 | 106 | 79 | 107 | 99 | 88 | 101 | 118
Cc1ccc(S(=O)(=O)Oc2ccc(-c3cnc4ccccc4n3)cc2)cc1 | 89 | 93 | 104 | 110 | 115 | 97 | 103 | 109 | 98
COC(=O)[C@@H]1CCCN1C(=O)[C@@H]1CCCN1C(=O)[C@H](Cc1ccccc1)NC(=S)Nc1cc(C(F)(F)F)cc(C(F)(F)F)c1 | / | 72 | 84 | 75 | 40 | 82 | 72 | 95 | 85
C=CCNC(=S)/N=C/C(C(=O)Nc1ccccc1)=C(/C)O | 98 | 101 | 100 | 90 | 102 | 106 | 104 | 111 | 121
O=C1c2ccccc2C(=O)c2c([N+](=O)[O-])ccc(Cl)c21 | 105 | 39 | 94 | 77 | 101 | 97 | 85 | 98 | 88
CC(=O)OCCCCN1C=C/C(=C\C(=O)n2ccc3ccccc32)c2ccccc21 | 121 | 80 | 115 | 72 | 109 | 107 | 95 | 108 | 147
COc1cc(/C=C2/C=C(c3ccc(Cl)cc3)N(CCc3ccc(S(N)(=O)=O)cc3)C2=O)cc(OC)c1OC | 68 | 97 | 99 | 80 | 102 | 61 | 87 | 100 | 114
CC12CCC3C4(C)COC(c5ccco5)OC4CCC3(C)C1CC(C1=CCOC1=O)O2 (stereo not given) | 103 | 92 | 99 | 82 | 107 | 93 | 102 | 96 | 105
CN(C)c1ccc(Sc2ccc3nc(N)nc(N)c3c2)cc1 | 57 | 11 | 45 | 25 | 53 | 23 | 24 | 22 | 53
Cc1ccccc1-n1c(C)nc2ccc(N3CCNC3=O)cc2c1=O | 79 | 98 | 108 | 83 | 107 | 103 | 110 | 103 | 99
N=C(N)c1ccc(-c2nc3ccc4[nH]ncc4c3c3c2CCCC3)cc1 | 89 | 87 | 99 | 100 | 93 | 94 | 86 | 93 | 79
CC(=O)Nc1ccc(F)c(Cl)c1F | 94 | 105 | 83 | 95 | 104 | 94 | 108 | 103 | 103
CCCN(C)CC(C)(O)CNc1cc(OC)cc2cccnc12 (stereo not given) | 92 | 102 | / | 83 | 111 | 99 | 90 | 91 | 110
O=C(NO)/C(CC(=O)c1ccc(O)cc1O)=N\O | 110 | 96 | 106 | 93 | 121 | 121 | 108 | 101 | 106
CC1OC2CC(=O)OC2C2=C1C(=O)c1c(O)c3c(c(O)c1C2=O)C1CC(O)C3(O)C(C)O1 (stereo not given) | -18* | 8.2* | -91* | 1.8* | -95* | -12* | -16* | -33* | -17*
CCCCC/C=C/C/C=C/CCCCCCCCNC(=O)Nc1ccccc1OC | 97 | 83 | 100 | 81 | 113 | 99 | 98 | 90 | 108
CC1CCCC1(N)C(=O)O (stereo not given) | 96 | 97 | 110 | 93 | 106 | 96 | 106 | / | 93
CC(C)COC(=O)OCC(C)C | 114 | 101 | 111 | 86 | 100 | 91 | 105 | 101 | 83

Three entries picked at random from the list so far, as already listed:
Compound | A498 | CAKI-1 | RXF 393 | UO-31 | DU-145 | 786-0 | ACHN | SN12C | TK-10
CCOC(=O)/C(O)=C(\C#N)c1ccc(C)cc1C | 83 | 98 | 104 | 89 | 104 | 98 | 102 | 101 | 104
O=C(O)c1cccc(Oc2ccc(C(=O)O)c([N+](=O)[O-])c2)c1 | 94 | 68 | 101 | 77 | 102 | 97 | 68 | 97 | 103
CC(C)COC(=O)OCC(C)C | 114 | 101 | 111 | 86 | 100 | 91 | 105 | 101 | 83

Back to the main list, starting three compounds before the break.
Compound | A498 | CAKI-1 | RXF 393 | UO-31 | DU-145 | 786-0 | ACHN | SN12C | TK-10
CCCCC/C=C/C/C=C/CCCCCCCCNC(=O)Nc1ccccc1OC | 97 | 83 | 100 | 81 | 113 | 99 | 98 | 90 | 108
CC1CCCC1(N)C(=O)O (stereo not given) | 96 | 97 | 110 | 93 | 106 | 96 | 106 | / | 93
CC(C)COC(=O)OCC(C)C | 114 | 101 | 111 | 86 | 100 | 91 | 105 | 101 | 83
Cc1nn(-c2ccc(F)cc2)c2ncnc(Nc3ccc(F)cc3)c12 | 94 | / | 114 | 91 | 109 | 99 | 112 | 52 | 91
O=C(CN1CCOCC1)Nc1ccc(-n2cc(-c3ccncc3)c(-c3ccc(Cl)c(O)c3)n2)cc1 | 108 | 95 | 122 | 97 | 104 | 105 | 98 | 121 | 109
CSc1nc2ncncc2[nH]1 | 78 | 621 | 45 | 91 | 112 | 94 | 104 | 91 | 102
COc1cc2c(cc1NC(=O)c1ccccc1-c1ccccc1C(=O)O)-c1ccccc1C2 | 94 | 91 | 102 | 83 | / | 113 | 92 | 92 | 119
c1ccc2cc(OCNCOc3ccc4ccccc4c3)ccc2c1 | 108 | 95 | 93 | 52 | 125 | 97 | 86 | 84 | /
O=Cc1ccc2ccccc2c1 | 102 | 103 | 96 | 90 | 107 | 107 | 114 | 103 | 111
CC12CCC3C(=CCc4cc(O)ccc43)C1CCC2O (stereo not given) | 80 | 108 | 105 | 86 | 109 | 104 | 96 | 104 | 99
C=CCOc1c(Br)cc(Br)cc1Br | 56 | 76 | 77 | 28 | 82 | 102 | 49 | 63 | 102
COc1ccc(C2=NN(C(C)=O)C(c3c(C)nn(-c4ccccc4)c3N3CCOCC3)C2)cc1 (stereo not given) | 91 | / | 99 | 77 | 107 | 93 | 95 | 92 | /
CCn1c(-c2cc3ccc2CCc2ccc(cc2)CC3)n[nH]c1=S | / | 97 | 99 | 83 | 105 | 103 | 98 | 98 | 106
CC(=O)c1ccc2cc3c(cc2c1)OCO3 | 109 | 98 | / | 90 | 114 | / | 96 | 97 | 102
